# Autophagy mod: autophagy modulators in MEF cells, primary screen, imaging, high-content, MEF GFP-LC3. MEF GFP-LC3 puncta imaging; test concentration mostly 10 µM. calls only at 10 µM (by protocol). 0.98% of 190,000 active. AID 463193, 2010;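 active = percentage of spot-positive cells more than 3 SD above its plate mean, without a fluorescence outlier flag or 80% toxicity; inconclusive = no clear call, values can overlap the other calls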;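 also: spot-positive cell cutoff set from DMSO-treated cells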
# WT yeast gro inh: growth inhibition of WT strain, primary screen, mitochondrial fusion inhibitor project, WT and mutant strains, chemical genetic; mitochondrial fusion phenotypic screen; AID 1362, 2008; inhibition, % at 10 µM; 2.1% of 190,000 active; in the data active = inhibition above about 58%; tested in S. cerevisiae
# AID2073: inhibitors of Mint1-CaV2.2 protein interaction, biochemical, HTRF (AID 2073). Voltage-dependent N-type calcium channel subunit alpha-1B (Homo sapiens). HTRF protein-protein interaction, Mint1-CaV2.2; higher % means a stronger effect. inhibition, % at 20 µM; hits with a dose series show IC50 in µM. 0.19% of 290,000 active; in the data active = inhibition mostly above about 51%, no sharp cut-off; inconclusive = no clear call, values can overlap the other calls; inactive = mostly below about 53%; also: some results filed as inactive read as strong as hits
# Dengue-2 NS5 capping: Dengue-2 NS5 methyltransferase inhibitors, primary screen, biochemical, confirmation dose response (AID 588689); Genome polyprotein (Dengue virus type 2 (strain 16681-PDK53)); Dengue-2 NS5 methyltransferase capping enzyme assay, biochemical; higher % means a stronger effect; inhibition, % at 25 µM; hits with a dose series show IC50 in µM; 0.3% of 340,000 active; in the data active = a potency from the dose series; inconclusive = inhibition above about 29% without an active follow-up result
# K1F lysis inhibition: inhibition of K1F phage lysis, E. coli UTI89, bacterial capsule biogenesis inhibitors, alamar blue (AID 488966) | inhibition, % at 100 µM, or IC50 in µM where a hit was titrated | 0.02% of 340,000 active | E. coli UTI89 K1F phage lysis, alamar blue, 2 h; higher % means a stronger effect;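 active = phage lysis inhibition, versus mean bacterial control, above a set limit; inconclusive = no clear call, values can overlap the other calls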;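 also: capsule biogenesis inhibitors block K1F phage lysis so surviving cells raise fluorescence; higher fluorescence means more inhibition of phage lysis; actives were called in the ten point dose series up to 300 µM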
# LYP inhibition: inhibitors of LYP phosphatase, biochemical, fluorescence intensity, uHTS (AID 1779). Tyrosine-protein phosphatase non-receptor type 22 (Homo sapiens). recombinant LYP phosphatase, fluorescence intensity; higher % means a stronger effect. inhibition, % at 11.5 µM; hits with a dose series show IC50 in µM. 0.054% of 290,000 active; in the data active = inhibition above about 50%;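 also: plate controls were vehicle with enzyme for no effect and no enzyme for full effect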
# RSV antiviral HEp-2: RSV antiviral activity via CPE protection, HEp-2 cells, primary 10 µM value included (AID 2391); 0.13% of 310,000 active; HEp-2 cells, RSV-induced CPE inhibition; higher % means a stronger effect; one-dose CPE inhibition, % at 10 µM; IC50 in µM for titrated hits; in the data active = a potency from the dose series; inconclusive = CPE inhibition mostly from about 23% at the one dose, without a potency; inactive = the rest, 99 in 100 with CPE inhibition below about 21%; also: strong numbers were not always called active
# GPR35 arrestin U2OS: GPR35 antagonists blocking zaprinast-driven arrestin recruitment, primary screen, imaging, U2OS, beta-arrestin-GFP, zaprinast agonist (AID 2058) | G-protein coupled receptor 35 (Homo sapiens) | U2OS GPR35 beta-arrestin-GFP translocation imaging, zaprinast antagonism; higher % means a stronger effect | inhibition, % at 10 µM, or IC50 in µM where a hit was titrated | 0.052% of 290,000 active;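 active = inhibition of at least 50% with at least 30 cells and total cytoplasm GFP at most 10,000,000; inconclusive = under 30 cells or total GFP of 10,000,000 plus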
# NTR1 agonist: agonists of NTR1, primary screen, imaging, U2OS cells, beta-arrestin-GFP, high content (AID 493036) | Neurotensin receptor type 1 (Homo sapiens), P30989 | NTR1-U2OS beta-arrestin-GFP spot imaging, agonist mode | activation, % at 20 µM | 0.17% of 330,000 active;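 active = activation at or above 40% of the spot to cytoplasm intensity ratio, with at least 20 cells analyzed; inconclusive = wells under 20 cells, flagged as cytotoxic or low count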;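 also: 0% = DMSO without peptide and 100% = 100 nM NTR1 peptide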
# Target sequence (P30989 whole entry, looked up): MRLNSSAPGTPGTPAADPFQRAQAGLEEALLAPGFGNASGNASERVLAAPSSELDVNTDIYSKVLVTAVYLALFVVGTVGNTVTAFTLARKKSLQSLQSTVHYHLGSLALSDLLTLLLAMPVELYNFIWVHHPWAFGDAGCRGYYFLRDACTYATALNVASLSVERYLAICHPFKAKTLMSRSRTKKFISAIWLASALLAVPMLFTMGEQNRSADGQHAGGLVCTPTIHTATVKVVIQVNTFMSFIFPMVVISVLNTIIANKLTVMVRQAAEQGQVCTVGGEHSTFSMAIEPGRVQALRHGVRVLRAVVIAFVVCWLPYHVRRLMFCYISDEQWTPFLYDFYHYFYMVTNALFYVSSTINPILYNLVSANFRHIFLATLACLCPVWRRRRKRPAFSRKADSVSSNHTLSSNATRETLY
# WT yeast gro inh mutant strain: recorded beside WT yeast gro inh, whose call it bears; inhibition, %; mitochondrial fusion phenotypic screen, mutant strain inhibition
# Autophagy mod cell loss 18 h: recorded beside Autophagy mod, whose call it bears; toxicity, %; measured here: cell loss, nuclei count;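 cell loss after 18 h compound exposure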
# NTR1 agonist cell count 20 µM: further read-out of NTR1 agonist, marked with its call; cell count; measured here: cell count, cytotoxicity flag
# Dengue-2 NS5 capping pilot replicate: recorded beside Dengue-2 NS5 capping, whose call it bears; inhibition, %; measured here: pilot screen replicate inhibition
# * marks the source's active call; other numbers are inactive results; i = inactive; ? = inconclusive; / = no result given; [ ] = another dose, or the depositor's remark.
SMILES,Autophagy mod,Autophagy mod cell loss 18 h,WT yeast gro inh,WT yeast gro inh mutant strain,AID2073,Dengue-2 NS5 capping,K1F lysis inhibition,LYP inhibition,RSV antiviral HEp-2,GPR35 arrestin U2OS,NTR1 agonist,NTR1 agonist cell count 20 µM,others
COc1ccc(OC)c(NC(=O)NCc2ccc(F)cc2)c1,i,-1,-6,-13,-7%,-6%,-0.1%,-6%,1.2%,-3%,-0.7,63,
COC(=O)CSc1nnc(-c2ccccc2OC)n1-c1ccc(C)cc1,i,-4,5,-28,-12%,-1%,-0.3%,-2%,1.1%,8%,2.1,70,
CC1CCCCN1S(=O)(=O)c1ccc2c(c1)C(C)(C)C(=O)N2C (stereo not given),/,/,/,/,5%,0%,8.5%,0%,0.6%,-7%,8.1,40,
COc1ccccc1CCNC(=O)c1nc(-c2cccs2)no1,i,-44,29,13,-6%,3%,0.1%,-4%,14%,0%,0.3,77,
COc1ccc(C(=O)Nc2cccc(NC(=O)c3ccc(OC)cc3OC)n2)c(OC)c1,/,/,/,/,/,-3%,-0.6%,/,1.2%,/,-0.3,30,
Cc1cc2oc(=O)cc(CN(C)Cc3cccc(F)c3)c2cc1Cl,/,/,/,/,10%,-10%,-0.1%,-3%,21%,-5%,6.2,75,
Cc1ccc(/C=C2/NC(=O)N(Cc3ccccc3F)C2=O)o1,i,-3,6,-3,27%,-7%,-2.0%,10%,1.8%,14%,-0.3,71,
O=C(NC1C2CC3CC(C2)CC1C3)c1ccc2c(c1)OCO2 (stereo not given),/,/,/,/,10%,-4%,0.0%,-6%,0.1%,5%,-0.3,57,
FC(F)(F)c1ccccc1NC(=S)NN1CCOCC1,i,8,8,11,5%,-8%,0.0%,-10%,2.3%,2%,-1.4,96,Dengue-2 NS5 capping pilot replicate=-3.9
Cc1ccc(NC(=O)CN2CCN(C)CC2)cc1Br,/,/,/,/,2%,-5%,-0.4%,-10%,/,-12%,-0.5,65,
O=C(c1ccccn1)N1CCN(S(=O)(=O)c2ccc(F)cc2)CC1,i,2,-11,2,-5%,3%,0.5%,-5%,0.3%,19%,3.8,64,
CCCCC(c1nnnn1CS(=O)(=O)c1ccc(C)cc1)N1CCC(C(N)=O)CC1 (stereo not given),/,/,/,/,6%,1%,-0.1%,-12%,/,7%,-1.1,30,
CCn1c(CNC(=O)c2cccs2)n[nH]c1=S,i,-14,-8,-2,-21%,-8%,0.4%,-6%,2.4%,8%,2.8,44,
CS/C(=N\S(=O)(=O)c1ccc(Cl)cc1)c1ccccc1,i,-15,-12,-6,45%,-1%,1.9%,-1%,-0.5%,-9%,-0.8,35,
COc1ccc(Cl)cc1NC(=O)c1ccoc1C,i,2,-10,2,4%,-4%,0.2%,-3%,2.5%,-8%,-0.3,46,
O=C(CNC(=O)/C(=C\c1ccc(F)cc1)NC(=O)c1ccccc1)OCc1ccccc1,i,0,-4,-9,4%,-4%,0.8%,-5%,1.8%,-11%,8.9,31,
CCC(C(=O)Nc1ccc(C(=O)O)cc1NC(=O)C(CC)c1ccccc1)c1ccccc1 (stereo not given),/,/,/,/,15%,/,-0.2%,-5%,2.1%,-1%,0.6,53,
Nc1ccccc1Nc1c(F)c(F)nc(F)c1Cl,/,/,/,/,1%,5%,0.2%,-3%,5.0%,6%,-1.7,89,
CS(=O)(=O)Nc1ccc(Oc2ncccn2)cc1,/,/,/,/,4%,5%,0.1%,-8%,2.0%,-3%,-1.6,64,
O=C(CSc1nc2ccccc2o1)N1CCN(S(=O)(=O)c2ccc3ccccc3c2)CC1,i,2,8,-3,12%,3%,6.5%,-8%,13%,6%,2.9,41,
Cc1c(C(=O)N/N=C/c2cccs2)nnn1-c1nonc1N,/,/,/,/,21%,-12%,0.2%,4%,1.4%,-18%,-1.5,51,
CCCCNC(=O)N1CCN(C(=O)c2ccco2)CC1,i,13,6,4,-3%,/,1.5%,4%,2.9%,-12%,-0.9,95,
O=C(Nc1ccnn1C1CCN(Cc2ccccc2)CC1)C1CCOC1 (stereo not given),/,/,/,/,9%,2%,0.0%,-6%,0.9%,-14%,1.1,60,
CC(C)CCN1C(=O)c2ccc(C(=O)NCC3CCCO3)cc2C1=O (stereo not given),i,-6,-27,-13,11%,/,1.5%,-7%,1.0%,-8%,0.8,52,
CN(C(=O)n1cnc2ccccc21)c1ccccc1,i,-13,-31,-12,41%,-7%,4.3%,-8%,1.6%,2%,-0.5,57,
Cc1ccc(SCC(=O)Nc2ccccc2C(=O)O)cc1,i,-4,-17,-13,2%,-2%,0.2%,-9%,?,7%,0.6,84,
NC(=O)c1ccccc1N/C=C/C(=O)c1ccccc1,i,-3,22,-17,21%,-7%,0.0%,-5%,5.0%,-4%,0.6,78,
Cc1cccc(NC(=O)C2CCN(S(=O)(=O)c3cccc4nsnc34)CC2)n1,i,-9,-14,-4,7%,6%,4.8%,6%,3.8%,-1%,-0.7,58,
Cc1cc(NC(=O)CSc2nc3ccsc3c(=O)n2CCCCC(=O)O)no1,i,-2,6,-16,5%,-6%,6.2%,-9%,1.9%,3%,-1.9,65,
NC(=O)NCCN1CCN(c2ncc(C(F)(F)F)cc2Cl)CC1,i,-6,-16,12,-5%,-3%,-0.1%,0%,-0.1%,-9%,0.9,35,
Cc1ccc(C(=O)c2ncc[nH]2)cc1,/,/,/,/,/,-4%,1.8%,/,0.3%,/,-1.2,96,
O=C1C(=O)N(Cc2cccnc2)C(c2ccccn2)/C1=C(/O)c1ccccc1 (stereo not given),i,-2,-3,-34,-2%,-6%,3.3%,-8%,1.2%,3%,1.0,68,
O=C(COC(=O)CNC(=O)c1ccc(Cl)c([N+](=O)[O-])c1)NCC1CCCO1 (stereo not given),/,/,/,/,/,4%,0.7%[50 µM],/,1.3%,/,3.1,62,
CC(=O)Nc1nc(CC(C)C)cc(-c2ccccc2)c1C#N,/,/,/,/,-7%,7%,-0.5%,-5%,1.4%,14%,0.0,69,
CCOC(=O)COc1coc(CN2CCN(c3cccc(Cl)c3)CC2)cc1=O,/,/,/,/,6%,-12%,0.2%,-11%,0.7%,-8%,0.7,55,
O=C(NC1CCCc2ccccc21)c1ccc(Cl)nc1 (stereo not given),i,3,6,6,0%,-4%,0.2%,-9%,1.2%,-15%,0.0,34,
Cc1cccc(C(=O)Nc2nnc(-c3ccncc3)o2)c1,i,15,-10,-6,1%,-4%,0.0%,-5%,2.0%,10%,-0.7,74,
CCN(CC)c1ccc2cc(-c3nc4ccccc4n3C)c(=O)oc2c1,i,61,13,20,19%,-11%,-0.9%,5%,2.1%,20%,/,/,
COc1cc(C2/C(=C(\O)c3ccc4c(c3)CC(C)O4)C(=O)C(=O)N2CC2CCCO2)cc(OC)c1OC (stereo not given),/,/,/,/,-1%,-3%,-0.2%,-12%,/,6%,0.5,60,
Cc1cc(C)n2nc(SCc3ccccc3)nc2n1,/,/,/,/,9%,-15%,1.6%,1%,0.1%,-2%,0.3,56,
O=C(CCSc1nnc(-c2ccncc2)o1)Nc1ccc(Cl)cc1,i,4,-23,6,0%,-4%,0.6%,-2%,0.0%,-4%,2.9,87,
COc1ccc(-c2cnnn2-c2ccc(NC(=O)c3ccc(S(=O)(=O)N4CCCCC4)cc3)cc2)cc1,i,7,8,13,20%,-4%,0.5%,3%,4.6%,-4%,0.2,47,
Cc1ccccc1OCCn1cc(C=O)c2ccccc21,/,/,/,/,13%,-3%,0.1%,1%,12%,16%,6.3,50,
CCNc1nc(NC(C)C)nc(N(C#N)CCOc2ccc(Cl)cc2Cl)n1,i,-1,80*,39*,4%,-4%,0.0%,5%,?,-4%,13,68,
O=C(Nc1ccc2ccccc2n1)c1ccccc1Br,/,/,/,/,-6%,-2%,0.1%,3%,3.6%,-6%,0.0,47,
Cc1cc(SCC(=O)NC(=O)c2cccn2C)nc2ccccc12,/,/,/,/,3%,-1%,-0.7%[50 µM],-1%,9.9%,22%,0.4,67,
CCC1(C)Cc2c(sc3nnn(CC(=O)Nc4cccc5ccccc45)c(=O)c23)CO1 (stereo not given),i,-13,7,21,-4%,4%,1.9%,-3%,1.5%,13%,8.9,65,

# Assay outcomes deposited in PubChem by several laboratories.
